SENP8 inh = inhibitors of human SENP8 protease | recombinant SENP8, Nedd8 substrate fluorescence | inhibition, % at 20 µM | 360,000 compounds, 0.64% hits | AID 602440; in the data active means inhibition mostly above about 40%, no sharp cut-off; inactive means mostly below about 27%
Target sequence (Q96LD8 whole entry, looked up): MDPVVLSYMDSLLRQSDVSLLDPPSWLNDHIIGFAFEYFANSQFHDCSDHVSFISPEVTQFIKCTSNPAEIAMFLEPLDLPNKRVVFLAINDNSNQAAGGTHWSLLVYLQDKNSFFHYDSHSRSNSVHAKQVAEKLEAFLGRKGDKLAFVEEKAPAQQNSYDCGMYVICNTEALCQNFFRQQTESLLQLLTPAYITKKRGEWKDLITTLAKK
MPTP inh = blocks calcium-induced mitochondrial swelling. isolated mouse mitochondria, Ca2+ swelling absorbance, 30 min. inhibition, % at 10 µM. 360,000 compounds, 1.4% hits. AID 602449;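 active means inhibition of 50% or more, scaled per plate between neutral and stimulator controls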;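 further: 0% = DMSO wells given calcium and 100% = 1 mM EGTA wells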
An asterisk follows results filed as active; & = joins results of further samples. These rows are one share of the data; the hit share may differ from the screen's.

nr	compound	SENP8 inh	MPTP inh
1	CN(C)c1ccc(-c2cc(NC=O)c3ncc(-c4ccc(F)c(Cl)c4)n3c2)cc1	-485	2.7
2	Cn1cc(Cc2ccc(C(=O)NCc3ccccc3)cn2)c2ccccc21	-17	1.3
3	COC(=O)[C@@]12C[C@@H](CC(=O)NCc3ccc(C)o3)C(=O)N(Cc3ccco3)C1=CCC(C)(C)C2	12	-1.5
4	CCOC(=O)[C@]12CCCC=C1N(CCC1=CCCCC1)C(=O)[C@H](CC(=O)N1CCCC1)C2	33	0.3
5	COc1ccc(C(=O)C[C@@H]2OC[C@H](C(C)C)N2S(=O)(=O)c2ccc(C)cc2)cc1OC	12	0.9
6	O=C1NC[C@@H](CCCCN2C[C@H](Cc3ccc(O)cc3)N(CC3CCCCC3)C(=O)C2=O)N(Cc2ccccc2)C1=O	15	-2.0
7	CC1=C(C(=O)N(C(C)C)C(C)C)CC(CC(=O)NC(c2ccccc2)c2ccccc2)C(=O)N1Cc1ccc(F)cc1 (configuration not stated)	19	-1.0
8	CC1(C(=O)NS(=O)(=O)c2ccc(Cl)cc2)CCN1C(=O)CCC1CCCC1 (configuration not stated)	24	0.7
9	O=c1oc(-c2ccccc2)cc2ccccc12	16	-1.3
10	CC(=O)Nc1ccc(CNc2nc3cc(-c4ccsc4)sc3c(=O)n2C)cc1	-115	-1.1
11	O=C(C(=O)N1CCC(Cc2ccccc2)CC1)c1ccccc1	18&30	-1.0&-0.5
12	O=C(Nc1ccccc1)c1ccccc1Br	5	-0.9
13	COC(=O)[C@@]12C[C@@H](CC(=O)NCCCN3CCCC3=O)C(=O)N(Cc3ccco3)C1=CCC(C)(C)C2	18	1.7
14	CS(=O)(=O)c1ccc(C(=O)OCC(=O)N2CCN(CCC3CCCCC3)CC2)cc1[N+](=O)[O-]	6	-0.9
15	C=CCNC(=O)c1ccsc1N	28	0.1
16	O=C(O)C1=CCC(c2ccc(Cl)c(Cl)c2)N(S(=O)(=O)c2ccc(F)cc2)C1c1cccc(F)c1 (configuration not stated)	15	1.2
17	CC1=C(C(=O)N(C(C)C)C(C)C)CC(CC(=O)NCc2cccc3ccccc23)C(=O)N1CCC1=CCCCC1 (configuration not stated)	8	-3.3
18	CCOC(=O)C1=CCC(c2ccccc2)N(S(=O)(=O)c2ccccc2C)C1 (configuration not stated)	0	1.4
19	CC(C)n1c(=O)c2ccccc2n1C(=O)c1ccccc1	19	0.2
20	O=C1Nc2ccccc2-c2nnnn2C1N1CCCC1 (configuration not stated)	19	3.9
21	O=C(NCc1cccnc1)c1cc(C2CCCN(C(=O)c3cccc(O)c3)C2)on1 (configuration not stated)	14	18
22	CCCCCCCCN1C(=O)[C@H](CC(=O)NCc2cccc3ccccc23)C[C@@]2(C(=O)OC)CC(C)(C)CC=C12	28	1.4
23	CCC(c1nnnn1-c1ccc2c(c1)OCCO2)N1CCc2ccccc2C1 (configuration not stated)	4	0.8
24	Cc1cccc(C)c1NC(=O)C(c1ccccc1)N1CCC(Cc2ccccc2)CC1 (configuration not stated)	14	2.6
25	OC[C@@H]1CN(Cc2ccco2)C[C@H](n2cnc3c(NC4CC4)ncnc32)O1	-2	-1.2
26	O=C(NCc1cccc(Cl)c1)C1Cc2c(-c3ccccc3Oc3ccccc3)ccnc2O1 (configuration not stated)	14	1.5
27	CC(C)OCCc1cccc[n+]1[O-]	15	-1.9
28	CC(C)(C)C1CCN2CCC[C@](c3ccccc3)(C1)C2OCCCO (some centres not stated)	15	3.8
29	O=C(NC1CCCCC1)C1c2ccccc2OCC(=O)N1Cc1ccccc1 (configuration not stated)	4	0.0
30	O=C1NC[C@H](CCCCN2C[C@H](Cc3ccccc3)N(CCc3ccc(O)cc3)C(=O)C2=O)N(CCC2CCCCC2)C1=O	-1	-1.7

A draw from above in order of heavy-atom count, rising:
nr	compound	SENP8 inh	MPTP inh
20	O=C1Nc2ccccc2-c2nnnn2C1N1CCCC1 (configuration not stated)	19	3.9
18	CCOC(=O)C1=CCC(c2ccccc2)N(S(=O)(=O)c2ccccc2C)C1 (configuration not stated)	0	1.4
24	Cc1cccc(C)c1NC(=O)C(c1ccccc1)N1CCC(Cc2ccccc2)CC1 (configuration not stated)	14	2.6
16	O=C(O)C1=CCC(c2ccc(Cl)c(Cl)c2)N(S(=O)(=O)c2ccc(F)cc2)C1c1cccc(F)c1 (configuration not stated)	15	1.2
30	O=C1NC[C@H](CCCCN2C[C@H](Cc3ccccc3)N(CCc3ccc(O)cc3)C(=O)C2=O)N(CCC2CCCCC2)C1=O	-1	-1.7

(listing goes on)
nr	compound	SENP8 inh	MPTP inh
31	O=C1NC[C@@H](CCCCN2C[C@H](Cc3ccccc3)N(CCC3CCCCC3)C(=O)C2=O)N(CCc2ccc(O)cc2)C1=O	5	-3.1
32	COCCNc1nc(NCCN2CCNC2=O)c2sccc2n1	-10	0.5
33	CCCCc1ccc(S(=O)(=O)NC(=O)C2(C)CCN2C(=O)c2ccccc2)cc1 (configuration not stated)	12	0.4
34	COC(=O)C1(C)CCc2c(ccc3ccccc23)C1=O (configuration not stated)	-59	-1.3
35	COC(=O)c1ccc(CNc2ccc(C(C)=O)cc2)cc1	-42	1.0
36	COc1ccc(CN2C(=O)CSCC2(C)C(=O)NC(C)C)cc1 (configuration not stated)	18	-0.4
37	O=c1cc(O)cc2n1CCC2	14	-1.2
38	COCCCNC(=O)c1ccc2sc([C@@H]3O[C@H](CO)[C@H](O)[C@H](O)[C@H]3O)nc2c1	13	0.6
39	CN(C)c1ncnc2c1ncn2[C@H]1CN(CCN2CCOCC2)C[C@@H](CO)O1	6	0.2
40	Cc1noc(C)c1Cn1c(C)c(C(=O)NCc2ccc3c(c2)OCCO3)sc1=O	-4	-1.5
41	COCc1cccc(-c2csc(C(NC(C)=O)c3cccc(OC)c3)n2)c1 (configuration not stated)	9	-0.6
42	O=C1C(Sc2cccc(F)c2)=C[C@@]2(O)CC[C@@H](O)[C@]1(Sc1cccc(F)c1)[C@H]2O	6	-0.9
43	CCCCc1c(Cc2cccc(F)c2)ncn1CCc1ccccc1OC	10	8.2
44	CN(C)C(=O)c1cccc(-c2cnc3c(NC=O)cc(-c4ccc(N(C)C)cc4)cn23)c1	-214	0.7
45	O=S1(=O)CC(N2CCN(c3ccccn3)CC2)CN1C1CCCCC1 (configuration not stated)	18	0.6
46	COCCNC(=O)C1(C)CCN(C(=O)COc2ccc(Cl)cc2Cl)C1 (configuration not stated)	11	-1.6
47	CCCCN(C=O)c1c(CC)nc2ccc(C(=O)NCCc3c[nH]c4ccccc34)cn12	-51	-1.1
48	CCc1nc2c(OCC(=O)c3ccc(F)cc3)cccn2c1N(C)C(=O)c1cccs1	15	2.4
49	C(=C\c1ccccc1)/CN1CCN(C(c2cc3ccccc3o2)c2nnnn2Cc2ccccc2)CC1 (configuration not stated)	3	3.3
50	Cn1nccc1-c1coc2c(C(=O)NCc3ccccc3)cccc12	-5	1.1
51	CCOC(=O)[C@]12CCC=C1N(Cc1ccc(Cl)cc1Cl)C(=O)[C@H](CC(=O)NCc1cccc(C(F)(F)F)c1)C2	12	0.5
52	CCCS(=O)(=O)NC(=O)C1(C)CCN(C(=O)c2cc(C)nn2C(C)(C)C)C1 (configuration not stated)	19	-0.8
53	O=C1NC[C@H](CCCCN2CCN(CC3CCCCC3)C(=O)C2=O)N(Cc2ccccc2)C1=O	14	-0.1
54	COc1ccc(NC(=O)C2(C)Cc3c(-c4cccc(NC(C)=O)c4)ccnc3O2)cn1 (configuration not stated)	4	-0.4
55	CN(C)C(=O)c1cccc(-c2cnc3c(NC=O)cc(-c4cccc(F)c4)cn23)c1	-330	0.1
56	COc1ccc(-n2nnnc2C(c2ccnc3ccccc23)N2CCN(C/C=C/c3ccccc3)CC2)cc1 (configuration not stated)	-16	0.2
57	CCCCNC(=O)C1(C)CCCCN1Cc1ccccc1-c1ccccc1 (configuration not stated)	12	-2.3
58	CCCOc1cccn2c(N(C)C(=O)c3ccccc3F)c(CC)nc12	12	-0.5
59	CC(=O)OC(C(=O)Nc1nncs1)c1ccccc1 (configuration not stated)	11	-0.6
60	Cc1cc2c(cc1C)-n1nnnc1C(N1CCCC1)C(=O)N2 (configuration not stated)	0	-0.5
61	CC1(C(=O)NCCC(F)(F)F)Cc2c(-c3cccc(C(F)(F)F)c3)ccnc2O1 (configuration not stated)	9	1.0
62	Cc1cccc(C)c1NC(=O)Nc1nc(C(N)c2ccccc2Cl)cs1 (configuration not stated)	18	2.4
63	COC(=O)C1=CN(c2ccc(F)cc2)C(N)=C(C#N)C1c1ccccc1 (configuration not stated)	-53	0.5
64	Cc1ccccc1NC(=O)Nc1nc(C(N)C2CCCCC2)cs1 (configuration not stated)	10	4.9
65	O=C(NCc1ccc(F)cc1)c1cc(C2CCCCN2C(=O)c2ccc3c(c2)CCO3)on1 (configuration not stated)	9	-0.3
66	OC[C@@H]1CN(Cc2ccc(Cl)cc2)C[C@H](n2cnc3c(NC4CCC4)ncnc32)O1	20	0.5
67	CCCCn1nnnc1C(c1cc2ccccc2o1)N(CCN(C)C)Cc1ccccc1 (configuration not stated)	-27	1.3
68	O=C(NCc1ccccc1)C1C(=O)Nc2ccccc2C(=O)N1Cc1ccccc1 (configuration not stated)	-31	1.0
69	CC(=O)NCCNC(=O)Cn1nnc(-c2ccccc2)c1COc1ccc2ccccc2c1	6	0.1
70	O=C(NCc1cccnc1)c1cc(C2CCCN(C(=O)c3cccs3)C2)on1 (configuration not stated)	8	-1.3
71	CC(C)N(C)c1ncnc2c1ncn2[C@H]1CN(C2CCCC2)C[C@@H](CO)O1	2	0.0
72	COC(=O)[C@@]1(Cc2ccc(F)cc2)[C@H]2c3cc(C(=O)N4CCCC4)n(C[C@H](O)CO)c3C[C@H]2CN1C(=O)c1ccccc1	18	0.0
73	COc1cc(F)ccc1-c1csc(C(C)(O)c2ccc(F)c(F)c2)n1 (configuration not stated)	6	2.6
74	CCNC(=O)C1(C)CCN1C(=O)Cc1ccc(C(C)C)cc1 (configuration not stated)	11	0.6
75	O=C1NC[C@H](CCCCN2CCN(CCC3CCCCC3)C(=O)C2=O)N(CCc2ccc(O)cc2)C1=O	8	-0.7
76	O=C(CSc1nc2c(cnn2-c2ccc(F)cc2)c(=O)[nH]1)N1N=C(c2cccs2)CC1c1ccc(F)cc1 (configuration not stated)	-416	-1.4
77	O=S1(=O)CC(N2CCN(CCO)CC2)CN1Cc1cn(Cc2ccc(C(F)(F)F)cc2)nn1 (configuration not stated)	19	-0.4
78	Nc1nc2ncccn2c1-c1ccc(F)cc1	-338	0.9
79	COc1ccc([C@H]2C[C@@H](O)C[C@@H](CCn3cc(-c4ccccc4)nn3)O2)cc1	34	0.5
80	CCCCNC(=O)C1(C)CCN1Cc1ccc(C#N)cc1 (configuration not stated)	9	0.8
81	Cc1cccc(C)c1NC(=S)NC(=O)c1cccc(Cl)c1	8	0.9
82	COc1ccc(NC(=O)C(c2ccnc3ccccc23)n2c(=O)c(-c3ccco3)nc3ccccc32)cc1 (configuration not stated)	-270	1.3
83	CC(C)NC(=O)C1(C)CCN1C(=O)c1cccn1C (configuration not stated)	-27	-0.8
84	OC[C@@H]1CN(Cc2ccc(F)cc2)C[C@H](n2cnc3c(NC4CCCC4)ncnc32)O1	17	-0.2
85	Cc1cccc(C)c1NC(=O)C(c1cccc(F)c1)N1CCN(C)CC1 (configuration not stated)	17	-1.4
86	COc1ccccc1Cc1c(C2CCCCC2)nc2ccc(Cl)cn12	-137	-1.5
87	COC(=O)[C@@]1(Sc2ccc(C)cc2)CC(=O)N(c2cccc(SC)c2)[C@@H]1c1ccccc1	14	0.1
88	CC1(C(=O)NC2CCCCCC2)CCN1C(=O)C1(c2ccccc2)CC1 (configuration not stated)	18	-2.2
89	CN(Cc1ccccc1)C(=O)[C@@H]1CCCN1C(=O)[C@@H]1CCCN1C(=O)c1ccc(Cl)cc1	12	1.2
90	Cc1cccc(C(=O)N2CCC[C@H]2C(=O)N2CCC[C@H]2C(=O)NCc2ccncc2)c1	11	-0.2

Filtered by structure, the entries above containing a tert-butyl group
nr	compound	SENP8 inh	MPTP inh
28	CC(C)(C)C1CCN2CCC[C@](c3ccccc3)(C1)C2OCCCO (some centres not stated)	15	3.8
52	CCCS(=O)(=O)NC(=O)C1(C)CCN(C(=O)c2cc(C)nn2C(C)(C)C)C1 (configuration not stated)	19	-0.8

Of the compounds above, these have a cyano group.
nr	compound	SENP8 inh	MPTP inh
63	COC(=O)C1=CN(c2ccc(F)cc2)C(N)=C(C#N)C1c1ccccc1 (configuration not stated)	-53	0.5
80	CCCCNC(=O)C1(C)CCN1Cc1ccc(C#N)cc1 (configuration not stated)	9	0.8

The results go on.
nr	compound	SENP8 inh	MPTP inh
91	Cc1csc(-c2nc3ccccc3n2C(C(=O)NC(C)(C)C)c2cc3ccccc3o2)c1 (configuration not stated)	-390	-0.8
92	CC1(C(=O)Nc2cccnc2)Cc2c(-c3cccc(C(F)(F)F)c3)ccnc2O1 (configuration not stated)	14	0.8
93	Cc1cnc(C(=O)N(c2ccccc2)C(c2ccccc2)c2nc3ccccc3[nH]2)cn1 (configuration not stated)	-14	-1.1
94	COc1cc(NCC2COc3c(ccc(OC)c3OC)C2=O)c([N+](=O)[O-])cc1OC (configuration not stated)	4	0.0
95	O=C(Nc1cccc(Cc2ccccc2)c1)Nc1ccc2nc([C@@H]3O[C@H](CO)[C@@H](O)[C@H](O)[C@H]3O)[nH]c2c1	-6	-0.5
96	CCCC(=O)Nc1cccc(NC(=O)Cc2ccc(Cl)cc2)c1	9	1.5
97	COCCNC(=O)C1(C)CCCN(Cc2cc(C)ccc2C)C1 (configuration not stated)	10	0.1
98	C=C[C@]1(C)C=C2C(=O)C[C@H]3C(C)(C)CCC[C@]3(C(=O)O)[C@@]2(O)CC1	14	0.4
99	Cc1ccc(S(=O)(=O)N2CC3C(=O)C[C@@H](c4ccccc4)N(S(=O)(=O)c4ccc(CCCOCCOCCNC(=O)OC(C)(C)C)cc4)C3CC2c2ccccc2)cc1 (some centres not stated)	24	1.8

Assay outcomes from PubChem.
